Compound activity from PubChem.
rCAG binder = molecules binding r(CAG) RNA repeats. r(CAG) RNA repeat, TO-PRO-1 dye displacement fluorescence. inhibition, % at 3 µM. actives 1.3% (n = 370,000);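 active means inhibition above the plate cutoff, the mean of all test compounds on that plate plus 3 SD, cut at about 35% in these data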;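 further: 0% = DMSO alone and 100% = 100 µM mitoxantrone as full dye displacement; higher means more dye released from RNA so lower well fluorescence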
MBD2 DNA inh = blocks human MBD2 binding to methylated DNA. Q9UBB5. TR-FRET, MBD2 binding to methylated oligonucleotide. inhibition, % at 4.4 µM. actives 0.31% (n = 370,000). AID 686964; in the data active means inhibition above about 13%
mABHD4 FP = inhibitors of mouse ABHD4 | Q8VD66 | purified mABHD4, FP-Rh probe fluorescence polarization | inhibition, % at 8.92 µM | actives 0.54% (n = 370,000) | AID 720543;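 active means inhibition exceeding the mean over every tested compound plus 3 SD, cut at about 30% in these data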;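 further: 0% = plate median of compound wells and 100% = S159A mutant with DMSO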
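Assay system: Wild-type mouse ABHD4 protein | Medium: HEPES pH 7.0 buffer, 150 mM NaCl, 0.01% Pluronic F-127 | Incubation: Enzyme–compound pre-incubation 45 min, then probe 60 min, both 25 °C | Technique: Fluorescence polarization with parallel and perpendicular emission, 525/598 nm | Evaluation: % inhibition of FP-Rh probe binding versus controls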
LEDGF integ inh = blocks HIV-1 LEDGF/p75-dependent DNA integration; TR-FRET IN-LEDGF/p75 DNA integration, Eu/Cy5; inhibition, % at 3.7 µM; actives 0.64% (n = 370,000); AID 743269;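 active means inhibition above the screen-wide mean plus 3 SD, cut at about 13% in these data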;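 further: signal is the Cy5 over europium emission ratio at 671 and 618 nm; 0% = plate median of compound wells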
NR1D1 modulator = Rev-erb alpha (human) modulation; activity, % at 10 µM; P20393; actives 0.79% (n = 370,000); AID 1259318; Rev-erbα–FITC-DNA binding, fluorescence polarization, 90 min;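 active means activity above about 14%, limit read from the data; passing the limit was not always enough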;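 further: 0% = DMSO wells with 35 nM protein and 100% = DMSO wells with 750 nM protein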
Target sequence (P20393 whole entry, looked up): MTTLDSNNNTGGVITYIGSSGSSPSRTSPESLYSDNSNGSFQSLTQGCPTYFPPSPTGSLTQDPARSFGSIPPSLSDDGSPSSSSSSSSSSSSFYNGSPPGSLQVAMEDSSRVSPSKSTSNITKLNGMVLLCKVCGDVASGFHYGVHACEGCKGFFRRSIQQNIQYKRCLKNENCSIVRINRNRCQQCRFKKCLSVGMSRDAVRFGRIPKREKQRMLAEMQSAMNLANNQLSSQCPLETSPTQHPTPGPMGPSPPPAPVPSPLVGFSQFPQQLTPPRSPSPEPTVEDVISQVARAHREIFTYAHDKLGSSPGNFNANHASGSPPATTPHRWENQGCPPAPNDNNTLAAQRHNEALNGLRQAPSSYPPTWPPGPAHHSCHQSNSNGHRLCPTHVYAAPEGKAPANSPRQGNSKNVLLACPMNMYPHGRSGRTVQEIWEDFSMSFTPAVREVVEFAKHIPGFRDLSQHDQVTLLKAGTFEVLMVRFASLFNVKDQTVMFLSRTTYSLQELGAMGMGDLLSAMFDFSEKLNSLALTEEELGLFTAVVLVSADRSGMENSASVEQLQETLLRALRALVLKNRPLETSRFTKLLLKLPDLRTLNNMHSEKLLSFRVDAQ
TCR-CD3 inh = inhibitors of human TCR-CD3 interaction. TAMRA-labeled TCR probe fluorescence, biochemical. inhibition, % at 9.4 µM. actives 0.37% (n = 360,000); in the data active means inhibition above about 19%;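 further: recombinant mutant TCR 2C K166C tagged with TAMRA read by polarization; 0% = receptor in buffer alone and 100% = receptor with positive control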
PRMT1 FP inh = inhibitors of human PRMT1 | Q99873 | actives 1.3% (n = 370,000) | inhibition, % at 2.79 µM | recombinant PRMT1, activity-based probe fluorescence polarization;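 active means inhibition above about 21% made by adding two undisclosed values, limit read from the data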
Target sequence (Q99873 whole entry, looked up): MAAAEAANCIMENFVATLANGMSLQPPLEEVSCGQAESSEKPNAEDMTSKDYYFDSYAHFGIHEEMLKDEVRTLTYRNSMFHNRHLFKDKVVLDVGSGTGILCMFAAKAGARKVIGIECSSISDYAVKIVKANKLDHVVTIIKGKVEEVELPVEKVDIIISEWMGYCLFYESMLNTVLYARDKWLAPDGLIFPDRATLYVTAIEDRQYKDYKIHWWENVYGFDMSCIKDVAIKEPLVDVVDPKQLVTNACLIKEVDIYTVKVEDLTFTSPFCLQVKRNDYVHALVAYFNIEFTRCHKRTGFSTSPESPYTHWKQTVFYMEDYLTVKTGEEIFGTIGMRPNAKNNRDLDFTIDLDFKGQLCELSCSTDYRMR
PG9 Ab binder = PG9 antibody binding by small molecule | TR-FRET gp120-PG9 antibody binding | inhibition, % at 6.7 µM | actives 0.43% (n = 360,000) | AID 624416; in the data active means inhibition above about 8.5%
HTRA1 inhibitor = blocks human HTRA1 serine peptidase; recombinant HTRA1, FP-rhodamine activity-based probe, fluorescence polarization; actives 0.5% (n = 340,000); inhibition, % at 5.96 µM; in the data active means inhibition above about 36%;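 further: 0% = enzyme with DMSO and 100% = wells lacking enzyme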
UHRF1 binding = UHRF1 methyl-DNA binding inhibition | actives 0.75% (n = 370,000) | inhibition, % at 4.4 µM | AID 687016 | UHRF1 binding to methylated oligo, TR-FRET; in the data active means inhibition above about 21%;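 further: UHRF1 SRA domain binding a hemimethylated CpG hairpin DNA probe; 0% = median of test compound wells and 100% = reference inhibitor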
Numbers without * were called inactive; . = not tested or not shown.

SMILES	rCAG binder	MBD2 DNA inh	mABHD4 FP	LEDGF integ inh	NR1D1 modulator	TCR-CD3 inh	PRMT1 FP inh	PG9 Ab binder	HTRA1 inhibitor	UHRF1 binding
Cc1ccc(S(=O)(=O)N2CCC(=O)N(CCOCc3cccc(Cl)c3)CC2)cc1	-6	-4	-3	2	9	1	-3	1.9	-9	-2
COCC(=O)N(Cc1cc2ccc(C)cc2[nH]c1=O)c1ccc(OC)cc1	-6	4	-2	0	0	1	1	2.0	-1	0
Cc1cccc(Cn2cc(SCC(=O)Nc3nccs3)c3ccccc32)c1	2	30*	5	2	0	1	5	-34	3	1
O=C(NCCc1ccc2c(c1)OCCO2)c1ccc([N+](=O)[O-])cc1Cl	2	2	2	1	4	8	-2	0.5	8	2
CCN(CC)c1cc(C)c2cc(NC(=O)CNC(C)=O)ccc2n1	-2	5	6	-1	3	2	-1	-1.2	5	1
O=C(Nc1cccc(NS(=O)(=O)c2ccc(S(=O)(=O)NC3CC3)cc2)c1)c1ccccn1	14	1	-7	0	2	2	-1	-3.6	-9	-2
COc1ccc(S(=O)(=O)N(CC(=O)NC2CC2)c2ccc(C)cc2)cc1OC	0	1	-4	3	4	3	1	-1.1	6	2
CN1CCN(C(=S)Nc2ccccc2Cl)CC1	-2	-6	5	6	-5	2	1	1.0	9	0
COc1ccc(C(=O)NNC(=O)CSc2nnc(-c3ccc(O)cc3)n2C)cc1	-3	7	3	1	-5	0	0	-0.6	-4	4
CCCCn1c(N)c(N(CCOC)C(=O)CSCc2ccccc2C)c(=O)[nH]c1=O	-4	13	0	7	9	6	0	-0.5	-2	33*
COc1ccc([N+](=O)[O-])cc1N(CC(O)CN(CC(C)C)CC(C)C)S(=O)(=O)c1ccc(C)cc1 (configuration not stated)	-4	-2	3	-4	0	3	1	0.3	-25	1
O=C(CSc1n[nH]c(-c2ccc(Br)cc2)n1)NC1CCCC1	7	6	-8	-2	-13	-4	1	0.3	-8	3
O=C(CSc1nc2ccccc2s1)N/N=C/c1cc([N+](=O)[O-])ccc1O	25	0	19	-1	3	34*	-1	0.3	0	0
O=C(O)COc1ccc(/C=C/c2nc3ccc([N+](=O)[O-])cc3s2)cc1	0	0	-10	-3	3	0	-1	0.3	-5	-1
COC(=O)C1C(c2ccc(Br)cc2)Nc2nnc(C(F)(F)F)n2C1(C)O (configuration not stated)	3	5	-1	-4	0	1	1	-1.4	-19	0

Given with each value named: entries from further up
SMILES: O=C(CSc1n[nH]c(-c2ccc(Br)cc2)n1)NC1CCCC1
- rCAG binder: 7
- MBD2 DNA inh: 6
- mABHD4 FP: -8
- LEDGF integ inh: -2
- NR1D1 modulator: -13
- TCR-CD3 inh: -4
- PRMT1 FP inh: 1
- PG9 Ab binder: 0.3
- HTRA1 inhibitor: -8
- UHRF1 binding: 3

SMILES: O=C(NCCc1ccc2c(c1)OCCO2)c1ccc([N+](=O)[O-])cc1Cl
- rCAG binder: 2
- MBD2 DNA inh: 2
- mABHD4 FP: 2
- LEDGF integ inh: 1
- NR1D1 modulator: 4
- TCR-CD3 inh: 8
- PRMT1 FP inh: -2
- PG9 Ab binder: 0.5
- HTRA1 inhibitor: 8
- UHRF1 binding: 2

SMILES: O=C(CSc1nc2ccccc2s1)N/N=C/c1cc([N+](=O)[O-])ccc1O
- rCAG binder: 25
- MBD2 DNA inh: 0
- mABHD4 FP: 19
- LEDGF integ inh: -1
- NR1D1 modulator: 3
- TCR-CD3 inh: 34*
- PRMT1 FP inh: -1
- PG9 Ab binder: 0.3
- HTRA1 inhibitor: 0
- UHRF1 binding: 0

SMILES: COC(=O)C1C(c2ccc(Br)cc2)Nc2nnc(C(F)(F)F)n2C1(C)O (configuration not stated)
- rCAG binder: 3
- MBD2 DNA inh: 5
- mABHD4 FP: -1
- LEDGF integ inh: -4
- NR1D1 modulator: 0
- TCR-CD3 inh: 1
- PRMT1 FP inh: 1
- PG9 Ab binder: -1.4
- HTRA1 inhibitor: -19
- UHRF1 binding: 0

The listing picks up; the 2 compounds before the break are reprinted first.
SMILES	rCAG binder	MBD2 DNA inh	mABHD4 FP	LEDGF integ inh	NR1D1 modulator	TCR-CD3 inh	PRMT1 FP inh	PG9 Ab binder	HTRA1 inhibitor	UHRF1 binding
O=C(O)COc1ccc(/C=C/c2nc3ccc([N+](=O)[O-])cc3s2)cc1	0	0	-10	-3	3	0	-1	0.3	-5	-1
COC(=O)C1C(c2ccc(Br)cc2)Nc2nnc(C(F)(F)F)n2C1(C)O (configuration not stated)	3	5	-1	-4	0	1	1	-1.4	-19	0
COCCn1c(SCC(=O)N(C(C)C)C(C)C)nnc1-c1cc2ccccc2cc1O	-4	1	3	-3	-4	9	0	1.6	-3	-1
CCOC(=O)N1CCC(NC(=O)c2cc3c(-c4cccc(OC)c4)nn(C)c3s2)CC1	-5	1	-4	-4	4	0	1	-1.3	4	0
O=C(O)c1cc(NC(=O)c2ccc(Br)cc2)cc(NC(=O)c2ccc(Br)cc2)c1	80*	5	-14	-3	2	10	-1	1.1	-88	-1
CC(=O)Nc1ccc(OCC(=O)N2CCC(Cc3ccccc3)CC2)cc1	-4	7	-11	5	1	-7	7	0.1	-2	7
CCN1C(=O)N(S(=O)(=O)C(F)(F)F)[C@@H](c2ccccc2)C(C(=O)OC)=C1C	-5	0	-3	-2	-5	5	1	-0.5	3	-1
COc1ccc(C(=O)NCC[N+](C)(C)C)cc1	1	1	-5	3	1	-7	-4	2.0	.	4
CCCCN(C(=O)NC(=O)Nc1ccccc1C)S(C)(=O)=O	4	5	1	-1	2	-1	-2	-2.4	1	0
Cc1cccc(NC(=O)C2CC(=O)OC23CCCC3)c1 (configuration not stated)	6	-4	-9	4	1	-1	-2	0.9	2	2
O=c1c(Cc2ccc(Cl)cc2)c(O)ccn1Cc1ccncc1	-1	-4	-1	1	8	5	-3	-0.6	-4	-2
Cc1cccc(C(=O)NC(=S)NCc2cccnc2)c1	1	1	8	-4	2	2	-1	0.6	7	0
N#Cc1cccc(NC(=O)CCc2ccc(S(=O)(=O)N3CCOCC3)cc2)c1	7	2	-13	2	1	-11	6	3.1	-5	8
CCOC(=O)[C@]12CCCC=C1N(Cc1ccccc1)C(=O)[C@H](CC(=O)NCC1CCCCC1)C2	-2	1	5	-2	0	2	1	0.2	.	13
CCCCC[C@@H]1C=C(C(=O)O)[C@H](c2ccc(Cl)cc2)N1S(=O)(=O)c1ccc(C)cc1	79*	2	-24	4	1	-2	-1	-0.8	-41	-2
COC(=O)[C@H]1C[C@@]2(O)CN(S(=O)(=O)c3ccc(C)cc3)C[C@@]2(OC(=O)NCc2ccco2)C[C@H]1C(=O)OC	-1	6	6	-3	-3	-1	5	1.7	4	0
CCOC(=O)c1c(-c2cccc([N+](=O)[O-])c2)csc1NC(=O)CCCOc1ccccc1OC	7	-1	-2	-2	-8	4	3	0.3	-9	-2
CCOc1ccccc1NC(=S)N1CCN(c2ccccc2F)CC1	-6	-2	0	-1	4	2	-3	-2.8	-4	0
CCc1ccnc(NS(=O)(=O)c2ccc3c(c2)CCO3)c1	-3	6	-12	-2	5	-5	5	0.8	.	4
CC(C)(O)CCCC(C)(O)c1ccc(C(=O)O)cc1O (configuration not stated)	5	0	9	0	4	8	4	1.2	1	5
COc1cc(/C=C2/NC(=O)NC2=O)cc(Br)c1OCc1cccc(C(=O)O)c1	15	-2	2	-2	6	1	2	-4.5	0	2
CCOC(=O)CSc1ncnc2c1sc1nc(N3CCOCC3)c3c(c12)CCCC3	0	1	5	2	9	5	-4	-1.2	-2	-1
COc1ccc(C2(O)CN(c3ccccc3)C3=[N+]2CCS3)cc1OC (configuration not stated)	-1	2	6	-3	5	-1	2	0.2	4	-1
Cc1cc(C(=O)NCc2nc(-c3ccccc3)no2)ccc1[N+](=O)[O-]	0	1	-1	1	-3	5	1	-0.8	-6	1
COc1cccc(CCc2nnc(CCC(=O)NCCc3cccc(C)n3)o2)c1	-2	-3	1	-5	7	-3	0	-1.1	4	0
Cc1ccc([N+](=O)[O-])c(C(=O)Nc2cccnc2Cl)c1	-1	0	-4	2	-4	1	0	-0.3	10	3
COc1ccc(Cl)cc1NC(=O)CN(C)C(=O)c1cccc(-n2cnnn2)c1	-1	-3	-4	3	2	-1	-1	-1.0	7	1
CCC(C)[C@H](NC(=O)N1CCN(C)CC1)C(=O)OC (some centres not stated)	0	0	4	-1	-3	5	-1	-0.3	5	-2
CSc1nnnn1-c1c(C)cc(C)cc1C	3	-4	7	-3	0	5	-2	-2.5	-3	-1
O=C(c1ccccc1)c1cc([N+](=O)[O-])ccc1N1CCOCC1	-5	4	11	-1	3	6	-1	-0.4	-5	0
CN1CCN(c2ccccc2NC(=O)c2ccccc2F)CC1	-5	6	-9	-3	0	2	1	-1.2	2	5
O=c1[nH]c(=S)ccn1C1OC(CO)C(O)C1O (configuration not stated)	-1	-5	0	8	5	4	3	-1.5	5	-2
COc1ccc(/C=C/c2c([N+](=O)[O-])c(=O)n(C)c(=O)n2C)cc1	-2	0	-1	1	-2	6	-3	-0.7	6	1
Oc1c(Br)cc(Br)cc1C=Nc1ccc2c(c1)OCCO2	3	-3	12	-2	-2	-2	3	-0.6	3	-2
CCOc1ccc2[nH]c(=O)c(CN(CCO)C(=O)c3ccc(Br)cc3)cc2c1	3	-2	5	1	3	-4	0	0.4	-2	-1
C=CC[N+](C)(C)CCN1C(=O)C2C(c3ccccc3)C=CC(c3ccccc3)C2C1=O (configuration not stated)	1	-4	3	-5	-7	3	-1	-1.4	6	-1
Cc1nc2c(cnn2CCO)c(=O)[nH]1	-1	7	2	-5	-11	8	0	-0.2	0	11
Cc1c(C(c2cccc([N+](=O)[O-])c2O)c2c(C)n(C)n(-c3ccccc3)c2=O)c(=O)n(-c2ccccc2)n1C	4	-3	-4	6	5	-5	3	-2.5	-2	2
Cc1cc(NC(=O)COC(=O)Cn2c(C)csc2=O)ccc1Br	0	5	-5	0	2	-5	3	-1.4	-3	2
CS(=O)(=O)N(CC(=O)N1CCN(Cc2ccc3c(c2)OCO3)CC1)c1ccc2c(c1)OCO2	-8	0	-2	0	-4	-3	-3	-0.1	3	0
COc1ccccc1N1CCN(CCCN2CC(=O)N3CCCCC3C2=O)CC1 (configuration not stated)	-2	0	5	-4	-4	-4	1	-1.0	14	1
OCCSc1nc(-c2ccccc2)nc2c1CCC2	-1	-1	-9	3	9	-2	-2	-1.6	-3	2
O=S1(=O)C=CCN1Cc1cn(Cc2ccc(Cl)cc2)nn1	0	-1	2	2	2	.	4	.	.	2
CC(CCc1ccccc1)NC(=O)CCN1N=C(c2ccccc2)CCC1=O (configuration not stated)	-6	-6	3	7	2	5	-1	-4.6	1	-2
Cc1ccc(CNC(=O)CN(C)S(=O)(=O)c2cnc[nH]2)cc1	1	-1	-11	-1	1	2	-3	0.3	2	-1

Whole records as entered above:
Profile of OCCSc1nc(-c2ccccc2)nc2c1CCC2 = rCAG binder = -1; MBD2 DNA inh = -1; mABHD4 FP = -9; LEDGF integ inh = 3; NR1D1 modulator = 9; TCR-CD3 inh = -2; PRMT1 FP inh = -2; PG9 Ab binder = -1.6; HTRA1 inhibitor = -3; UHRF1 binding = 2
Profile of CCN(CC)c1cc(C)c2cc(NC(=O)CNC(C)=O)ccc2n1 = rCAG binder = -2; MBD2 DNA inh = 5; mABHD4 FP = 6; LEDGF integ inh = -1; NR1D1 modulator = 3; TCR-CD3 inh = 2; PRMT1 FP inh = -1; PG9 Ab binder = -1.2; HTRA1 inhibitor = 5; UHRF1 binding = 1

An excerpt, so the mix of outcomes need not match the whole.
